pAkt inh: blocks phosphorylation of Akt | 360,000 compounds, 0.32% hits | activity change, % for hits at 50 µM | Neuro2A IGF-stimulated pAkt S473 HTRF, 20 min; hits give low values; in the data active means activity change below about -80%; inconclusive means mostly about -51% to -80%; further: on the % scale 0 is the no-effect control and ±100 the full control effect
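Single-point screen (50 µM final compound) in Neuro2A cells stimulated 20 min with 6 nM IGF at 37 deg C. After lysis, Ser473-phosphorylated Akt read by HTRF (ex 330 nm, em 615/665 nm) as the 665/615 ratio.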
Abeta rescue: A-beta toxicity reversal in yeast; yeast expressing A-beta42, growth rescue, OD600, 48 h; response scale: 0% DMSO, 100% iron-clioquinol control; 410,000 compounds, 0.063% hits; Potency, µM (titrated, usually from 46.1 µM), without a hit: at the top dose growth rescue, hits mostly activators; further: potency means the concentration at half of the fitted maximal effect; nearly all actives have a fitted effect of over 55% in size
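Growth rescue measured by 600 nm absorbance after 48 h yeast culture at 30 C with compound. Values normalized between DMSO and an equimolar ferric chloride plus clioquinol control.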
PTHR1 ag: activates the human parathyroid hormone receptor PTHR1. Q03431. HEK293 GP2 PTHR1 cells, GloSensor cAMP luminescence, 1 h. Potency, µM (top dose mostly 115 µM), for inactives: top-dose activation, actives largely listed as activators. 410,000 compounds, 0.075% hits. AID 743266; further: potency means the concentration at half of the fitted maximal effect; nearly all actives have a fitted effect of over 55% in size; some results filed as inactive show a strong effect at the top dose; inactives centre near -15; many of its hits are not listed in these tables
Target sequence (Q03431 whole entry, looked up): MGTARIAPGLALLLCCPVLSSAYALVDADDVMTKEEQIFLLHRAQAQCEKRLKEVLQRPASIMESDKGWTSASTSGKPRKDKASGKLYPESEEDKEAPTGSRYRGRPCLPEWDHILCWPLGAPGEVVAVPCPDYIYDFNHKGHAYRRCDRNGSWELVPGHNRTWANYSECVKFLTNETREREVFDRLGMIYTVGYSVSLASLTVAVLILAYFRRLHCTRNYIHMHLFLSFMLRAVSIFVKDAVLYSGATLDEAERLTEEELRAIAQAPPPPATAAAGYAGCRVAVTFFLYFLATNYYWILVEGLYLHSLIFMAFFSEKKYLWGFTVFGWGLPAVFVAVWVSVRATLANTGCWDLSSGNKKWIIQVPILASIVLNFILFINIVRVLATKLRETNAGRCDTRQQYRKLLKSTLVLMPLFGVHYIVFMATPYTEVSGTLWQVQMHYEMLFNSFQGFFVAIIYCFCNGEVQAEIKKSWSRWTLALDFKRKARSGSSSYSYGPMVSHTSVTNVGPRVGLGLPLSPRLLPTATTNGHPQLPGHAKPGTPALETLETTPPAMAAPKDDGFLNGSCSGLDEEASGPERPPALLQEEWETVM
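HEK-293-derived GP2 cells expressing PTHR1 and a GloSensor cAMP reporter, 3,000/well, plated overnight, given luciferin plus IBMX (each 0.5 mM as added) for 1 h at 37 °C, then compound for 1 h at 37 °C. Luminescence was read after 15 min at room temperature.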
FUS yeast rescue: suppressors of FUS proteinopathy in yeast. S. cerevisiae FUS-expressing, growth rescue, OD600, 24 h. Potency, µM (titrated, usually from 76.6 µM), for inactives: top-dose growth rescue (activation), actives largely listed as activators. 390,000 compounds, 0.24% hits. AID 1347120;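 further: potency means the concentration at half of the fitted maximal effect; plate controls were DMSO vehicle for no effect and reference control for full effect; nearly all actives have a fitted effect of over 55% in size; some results filed as inactive show a strong effect at the top dose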
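Read-out: OD at 600 nm after 24hr at 30C, reporting rescue of FUS-induced yeast toxicity. Cells at OD 0.005 in galactose (2%) minimal medium; compounds tested in a dilution series; CP55940 titration from 92uM final as control.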
GLP-1R agonist: GLP-1 receptor (human) agonism; P43220; HEK293 GLP-1R CRE-luciferase, luminescence, 4-6 h; cells express a hypersensitive GLP-1R form; Potency, µM (titrated, usually from 45.6 µM), for the others: at the highest dose activation, hits mostly activators; 380,000 compounds, 0.007% hits; AID 624172; further: potency means the concentration at half of the fitted maximal effect; % of control where 0% means no effect
Target sequence (P43220 whole entry, looked up): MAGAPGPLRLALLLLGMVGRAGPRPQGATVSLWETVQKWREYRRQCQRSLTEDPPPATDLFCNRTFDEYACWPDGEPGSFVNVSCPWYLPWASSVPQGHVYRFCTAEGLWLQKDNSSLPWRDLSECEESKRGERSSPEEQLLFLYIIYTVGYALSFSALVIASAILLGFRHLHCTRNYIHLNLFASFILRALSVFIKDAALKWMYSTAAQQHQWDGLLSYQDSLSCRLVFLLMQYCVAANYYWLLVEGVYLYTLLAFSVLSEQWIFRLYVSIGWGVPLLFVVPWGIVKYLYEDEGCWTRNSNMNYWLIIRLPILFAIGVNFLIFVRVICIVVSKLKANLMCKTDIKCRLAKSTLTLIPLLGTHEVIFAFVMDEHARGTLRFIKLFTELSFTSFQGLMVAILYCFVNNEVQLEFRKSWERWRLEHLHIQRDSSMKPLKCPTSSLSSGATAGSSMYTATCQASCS
GLP-1R inv ag: GLP-1 receptor (human) inverse agonism; Potency, µM (titrated, usually from 38.3 µM), for the others: at the highest dose activity change, negative = inhibition, most hits filed as inhibitors; AID 624417; HEK293 GLP-1R CRE-luciferase, luminescence, 24 h; GLP-1R form is constitutively active; P43220; 410,000 compounds, 1.6% hits; further: potency means the concentration at half of the fitted maximal effect; on the % scale 0 is the no-effect control and ±100 the full control effect; nearly all actives have a fitted effect of over 55% in size
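HEK293 cells stably co-expressing a cAMP-responsive luciferase reporter and constitutively active GLP-1R were seeded, incubated 12 h, then exposed to compounds for 24 h at 37 C. Luminescence was read 12 min after detection reagent; inverse agonists lower signal.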
aSyn rescue: inhibitors of alpha-synuclein toxicity in yeast | Yeast expressing alpha-synuclein, growth rescue, BacTiter-Glo, 24 h | Potency, µM (series often up to 46.1 µM), for inactives: at the top dose growth rescue (activation), actives largely listed as activators | 370,000 compounds, 0.14% hits | AID 652106; further: potency means the concentration at half of the fitted maximal effect; % of control where 0% means no effect; nearly all actives have a fitted effect of over 65% in size
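Rescue of yeast growth: cells expressing toxic alpha-synuclein, induced in galactose at OD600 0.02, incubated with compound 24 h at 30 C. ATP luminescence quantified growth; inhibitors of toxicity appear as activators.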
TDP-43 yeast inh: TDP-43 toxicity inhibition in yeast | TDP-43 expressing yeast growth rescue, BacTiter-Glo, 24 h | 410,000 compounds, 1.8% hits | Potency, µM (highest dose often 46.1 µM), for the others: top-dose growth rescue (activation), hits mostly activators | AID 652104; further: potency means the concentration at half of the fitted maximal effect; % of control where 0% means no effect; nearly all actives have a fitted effect of over 50% in size
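Luminescence from BacTiter-Glo reports growth of TDP-43-expressing yeast after 24 hr at 30 deg C with compound. Cells were raffinose-pregrown to mid-log, then seeded in galactose medium at OD600=0.02.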
D3 antag: antagonists of human D3 dopamine receptor | P35462 | D3R cells, DiscoveRx beta-arrestin luminescence, antagonist mode; hits give low values | max response, negative = inhibition, % | 360,000 compounds, 2.5% hits | AID 652054; in the data active means max response below about -50%; inconclusive means no clear call, values can overlap the other calls; further: on the % scale 0 is the no-effect control and ±100 the full control effect; mostly tested at two doses, the higher about 12 µM
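Cells plated overnight at 1500 cells/well, then exposed to library compounds with dopamine controls for 90 minutes at 37 degrees C. DiscoveRx reagent added for 30–60 minutes at room temperature; luminescence read, quantitative HTS format.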
The depositor's hits bear a star; i = inactive; u = inconclusive; x = not tested or not shown; & = joins results of further samples; [ ] = dose if it differs, or a comment. Unless noted, the call rests on the fitted dose curve; in most records, active means well fitted curve in the direction sought with a large enough effect; inconclusive means small, poorly fitted or top-dose-only effect, or another doubt; inactive means no such curve, though single readings can be large; an effect the other way counts as inactive or inconclusive. Only part of the results is shown, so the mix of outcomes need not match the whole.

SMILES | pAkt inh | Abeta rescue | PTHR1 ag | FUS yeast rescue | GLP-1R agonist | GLP-1R inv ag | aSyn rescue | TDP-43 yeast inh | D3 antag
Cc1cc(C)c(NC(=O)CCCCCNC2CCCCC2)c(C)c1 | i | -6% | i | 3% | 9% | u | 2% | -21% | -1
CC(C)C[C@H](NC(=O)c1nc[nH]c1C(=O)N1CCN(C(=O)OC(C)(C)C)CC1)C(=O)OCc1ccccc1 | i | 1% | i | u | 8% | 18% | -1% | 9% | 0
CC(=O)n1cc([C@H]2C=C(C(=O)N3CCOCC3)O[C@@H](OCCCCO)C2)c2ccccc21 | i | -7% | 0% | 4% | 14% | 9% | 0% | 15% | 24
N=c1sccn1CC(=O)Nc1cc(S(=O)(=O)N2CCCCC2)ccc1Cl | i | -2% | -2% | 9% | 8% | u | -13% | -13% | -3
Cn1c(=O)[nH]c(=O)c2c1nc(N1CCCCCC1)n2CCSc1nc2ccccc2[nH]1 | i | 7% | -9%[57.5 µM] | -4% | -11% | u | -10% | -1% | -3
Cc1c(Cl)cccc1-n1nc(C)c2c(C)cc(=O)n(CC(=O)NCc3ccccc3)c21 | x | -11% | -2% | 1% | 0% | 16% | x | -22% | x
Cc1cc(/C=N/n2cnnc2)c(C)n1-c1ccc(OCc2ccc(F)cc2)cc1 | i | -54%[inhibitor] | -13%[57.5 µM] | 14% | -1% | u | 1% | u | -9
O=C(Nc1cccc(-c2cc3ccccc3oc2=O)c1)c1ccc(Br)o1 | i | -5% | 0%[57.5 µM] | 3% | -4% | u | 8% | 1% | u
CCN(CC(=O)Nc1c(F)cccc1F)C(=O)c1ccc(Cl)c(S(=O)(=O)N2CCCC2)c1 | i | 18% | i | 6% | 3% | 4% | 1% | 20% | 23
CCn1c(SCC(=O)NC(=O)c2ccccc2OC)nc2ccccc21 | i | -6% | i | 1% | -2% | 2% | 0% | 10% | 21
O=C(CN(C(=O)Cn1nnc(-c2ccc(F)cc2)n1)c1cnc2ccccc2c1)NCC1CCCO1 (configuration not stated) | i | 0% | -10% | -2% | -3% | u | 0% | -7% | 0
COC(=O)c1ccc2c(c1)NC(=O)C1CCCN21 (configuration not stated) | i | -28% | 19% | u | -1% | 10% | 7% | -4% | -7
O=c1c2cc(N3CCOCC3)ccc2[nH]c(=S)n1CCN1CCCC1 | i | 5% | -9%[57.5 µM] | 36% | -3% | 6% | -2% | -20% | -22
COc1ccc(S(=O)(=O)NCc2cccnc2)cc1C(=O)NC1CCCCC1 | i | 4% | -13% | x | -1% | 6% | -1% | 18% | 13
O=C(O)C1(P(=O)(c2ccc(Cl)cc2)c2ccc(Cl)cc2)CCCC1 | i | 6% | i | -2% | -1% | -14% | -1% | 15% | 7
CCOc1ccccc1NC(=O)C1C2CCC(O2)C1C(=O)O (configuration not stated) | i | 1% | -8% | -35% | -6% | -11% | 0% | -5% | 1
CCCCN1C(N)=NC[C@@H]1c1ccccc1 | i | 9% | -12% | -4% | -2% | 14% | 1% | 5% | -5
COC(=O)CCCNC(=O)c1ccc(OC2CCN(CCc3ccccc3)CC2)cc1 | i | 4% | i | 2% | 1% | -13% | 2% | 11% | -26
CCN1CCCC1CNCC(O)COc1ccc(C(C)(C)C)cc1C (configuration not stated) | i | -10% | i | 3% | -1% | 5µM* | 0% | -6% | 0
CCOC(=O)c1cc2sc(C)cc2n1CC(=O)NCc1ccc(F)cc1 | i | -4% | i | 25% | 4% | 0% | -5% | -16% | 15
O=C(NCc1nc2ccccc2[nH]1)C1=C[C@@H](c2ccc(Br)cc2)C[C@@H](OCc2ccc(CO)cc2)O1 | i | 2% | -19% | u | -1% | u | 0% | 14% | 33
Cn1cnc(S(=O)(=O)Nc2ccc(Cl)c(C(F)(F)F)c2)c1 | i | 10% | i | -23% | -4% | 6% | -2% | 16% | -7
COc1ccc(S(=O)(=O)Nc2ccc(NC(C)=O)cc2)cc1[N+](=O)[O-] | i | -21% | -15% | 14% | 3% | 13% | -4% | -18% | -11
Cc1ccc(C(C)(C)C)c(OCC(=O)NCCc2nc3ccccc3[nH]2)c1 | x | 0% | -15% | 3% | x | -14% | x | 23% | x
CCCCn1c(/C=N/Nc2nc3ccccc3[nH]2)nc2ccccc21 | i | -45%[inhibitor] | i | u | 10% | u | u | 22% | -9
COc1ccc([C@H]2N[C@]3(CCCN(Cc4ccc(Br)cc4)C3=O)[C@H]3C(=O)N(Cc4ccccc4)C(=O)[C@@H]23)cc1 | i | 3% | i | 38% | -2% | u | 3% | 0% | 11
Cc1ccnc(NC(=O)c2oc3ccccc3c2C)c1 | i | -10% | -13% | -7% | 0% | 11µM* | -17% | -7% | 8
O=C(CNC(=O)OCc1ccccc1)NC1CCCCCC1 | i | 15% | i | 2% | 12% | 3% | 3% | -9% | -16
CC1=C(C#N)C(Nc2ccc(C)cn2)(C(F)(F)F)C(=O)N1 (configuration not stated) | x | 2% | -10% | -1% | -10% | 3% | x | -3% | 17
CC1(C(=O)Nc2ccc3[nH]ncc3c2)CCN1C(=O)C1(c2ccccc2)CC1 (configuration not stated) | i | 12% | -12% | 9% | 3% | u | 1% | 26% | -14
Cc1ccc(NC(=S)NN(C)c2cc(C)nc(C)n2)cc1 | i | 0% | -30% | x | -6% | 4% | 8% | 7% | 19
Cc1ccc(S(=O)(=O)N(CC(=O)O)c2ccc(Cl)c(C(F)(F)F)c2)cc1 | i | -1% | -3% | 11% | -2% | -10% | -1% | -7% | 8
CCc1ccc(-n2c(=O)c3c4c(sc3n(CC(=O)NC(C)CC)c2=O)CCCC4)cc1 (configuration not stated) | x | -2% | -33% | -18% | 0% | 0% | x | 19% | x
Cc1ccsc1C(=O)Nc1ccc(C(=O)O)cc1 | i | -13% | -5%[57.5 µM] | 16% | -4% | 5% | -11% | -11% | -27
Cc1cc(=O)n2nc(N3CCC(C(=O)NCc4ccccc4)CC3)sc2n1 | i | -4%&-7% | i | 12%&8% | 4% | -14%&-12% | 0% | -7%&7% | 4
CCCOC(=O)c1c(NC(=O)C2CCCO2)sc(C(=O)OC)c1C (configuration not stated) | i | -16% | i | 36% | 5% | 6% | 2% | -91%[inhibitor] | -25
Cc1cccn2c(=O)c(C(=O)N3CCN(c4ccc(Cl)cc4)CC3)cnc12 | x | -14% | -24% | 16% | x | -2% | x | 10% | x
CCn1c(Cc2ccccc2)nnc1SCC(=O)Nc1ccc(OC)cc1 | i | -2% | i | 11% | 5% | -9% | -3% | 0% | u
O=C(O)CCn1c(O)c(C=C2N=c3ccccc3=N2)sc1=S | i | 4% | -82%[inhibitor] | 4% | -5% | 11% | 0% | 12% | 3
O=C(Cn1c(=O)nc(-c2ccccc2)c2ccccc21)NCc1ccc(Cl)cc1 | x | 1% | i | 12% | x | -13% | x | 21% | x
O=S1(=O)Nc2c(ccc3cccnc23)-c2ccccc21 | i | -91%[inhibitor] | -11%[57.5 µM] | 1% | 10% | u | u | u | -137*
CCC(CNc1cc(OC)cc2cccnc12)NC1CCCCC1 (configuration not stated) | i | 8% | i | 26% | 0% | u | 7% | 0% | -57*
CC(C)Nc1ccc(C(CC(N)=O)NC(=O)Cc2ccc(Cl)cc2)cc1[N+](=O)[O-] (configuration not stated) | i | -6% | i | -24% | -3% | u | 5% | 12% | 5
Cc1ccccc1-c1noc(-c2ccccc2C(=O)O)n1 | i | 1% | -14% | 19% | 15% | 39%[activator] | 1% | 14% | 7
COc1ccc(OC(F)(F)F)cc1CC1(C)C(=O)Nc2c(Cl)ccc(Cl)c21 (configuration not stated) | i | 3% | -24% | 23% | -8% | u | 10% | 2% | 0
Cc1ccccc1N1CCN(C2CCCN(C(=O)c3ocnc3C)C2)CC1 (configuration not stated) | i | -7% | -6% | x | -23% | 4% | -3% | 14% | u
O=C(c1ccc(Br)cc1)N(c1ccccn1)C1CCCCC1 | i | 4% | i | 3% | 2% | -50% | 5% | 17% | 20
CSc1nc(N)nc(SCC(=O)OC(C)C)c1C#N | i | 3% | i | 16% | u | 73% | -3% | -16% | 33
CC(=O)Nc1cc2cc(NS(=O)(=O)c3ccc(Cl)cc3)ccc2oc1=O | i | 14% | -10% | 6% | 5% | -6% | u | -9% | -5
COC(=O)Cc1c(C)c2ccc(OC(=O)c3ccco3)cc2oc1=O | x | -42%[inhibitor] | -5%[57.5 µM] | 0% | -10% | 14% | -24% | -27% | 23
Cc1cc(C)n2c(Nc3c(C)cccc3C)c(-c3cccnc3)nc2n1 | i | 7% | -11% | 3% | 4% | 6% | -2% | 0% | 4
COCCCNC(=O)c1ccccc1-c1cc(C)no1 | i | -5% | i | -16% | -1% | 19% | -2% | -6% | 4

A different layout for some results above.
Below each SMILES – pAkt inh | Abeta rescue | PTHR1 ag | FUS yeast rescue | GLP-1R agonist | GLP-1R inv ag | aSyn rescue | TDP-43 yeast inh | D3 antag
- Cc1cc(C)n2c(Nc3c(C)cccc3C)c(-c3cccnc3)nc2n1
 : i | 7% | -11% | 3% | 4% | 6% | -2% | 0% | 4
- O=C(c1ccc(Br)cc1)N(c1ccccn1)C1CCCCC1
 : i | 4% | i | 3% | 2% | -50% | 5% | 17% | 20
- O=S1(=O)Nc2c(ccc3cccnc23)-c2ccccc21
 : i | -91%[inhibitor] | -11%[57.5 µM] | 1% | 10% | u | u | u | -137*
- CCC(CNc1cc(OC)cc2cccnc12)NC1CCCCC1 (configuration not stated)
 : i | 8% | i | 26% | 0% | u | 7% | 0% | -57*
